CHO-K1 Ca PAM: nonselective calcium activators in parental CHO-K1 cells, primary screen, counter-screen for M1 PAM project, cell-based, Fluo-8 calcium fluorescence, full deck, 1536-well | ATP EC20; 0% at ATP EC20, 100% at ATP max | 360,000 compounds, 0.02% hits | activation, % at 3 µM;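 active = activation above the run cutoff, the mean activation of all test compounds plus 3 SD, cut at about 40% in these data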;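 also: peak over basal fluorescence ratio in a 140 s read after ATP addition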
TAAR1 ag: human TAAR1 agonists, primary screen, Fluo-8 calcium fluorescence, CHO RD-HGA16 cells. activation, % at 3 µM. Trace amine-associated receptor 1 (Homo sapiens), Q96RJ0. AID 624467, 2012. vehicle wells 0%, saturating PEA agonist 100%. 360,000 compounds, 0.99% hits;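 active = activation above the mean activation of all test compounds in the run plus 3 SD, cut at about 38% in these data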
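Test system: RD-HGA16 (CHO) cells co-expressing Gα16 and hTAAR1 | Doses: Single dose, 3 µM | Schedule: 17-24 h seeding, 75 min 37 °C dye, 30 min RT | Evaluation: % activation from peak over basal fluorescence ratio, DMSO-to-PEA scaled | Technique: Kinetic Fluo-8 calcium fluorescence | Benchmarks: Low control DMSO, high control PEA (EC100)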
CHRM5 agonist: human M5 muscarinic receptor agonists, primary screen, CHO-K1 cells, Fluo-8 calcium fluorescence; Muscarinic acetylcholine receptor M5 (Homo sapiens), P08912; CHO-K1 hM5 cells; 0% DMSO wells, 100% maximal acetylcholine response; activation, % at 3 µM; 360,000 compounds, 0.19% hits;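 active = activation above the run's mean over test compounds plus 3 SD, cut at about 23% in these data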;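 also: signal is peak over basal fluorescence ratio across the kinetic read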
Target sequence (P08912 whole entry, looked up): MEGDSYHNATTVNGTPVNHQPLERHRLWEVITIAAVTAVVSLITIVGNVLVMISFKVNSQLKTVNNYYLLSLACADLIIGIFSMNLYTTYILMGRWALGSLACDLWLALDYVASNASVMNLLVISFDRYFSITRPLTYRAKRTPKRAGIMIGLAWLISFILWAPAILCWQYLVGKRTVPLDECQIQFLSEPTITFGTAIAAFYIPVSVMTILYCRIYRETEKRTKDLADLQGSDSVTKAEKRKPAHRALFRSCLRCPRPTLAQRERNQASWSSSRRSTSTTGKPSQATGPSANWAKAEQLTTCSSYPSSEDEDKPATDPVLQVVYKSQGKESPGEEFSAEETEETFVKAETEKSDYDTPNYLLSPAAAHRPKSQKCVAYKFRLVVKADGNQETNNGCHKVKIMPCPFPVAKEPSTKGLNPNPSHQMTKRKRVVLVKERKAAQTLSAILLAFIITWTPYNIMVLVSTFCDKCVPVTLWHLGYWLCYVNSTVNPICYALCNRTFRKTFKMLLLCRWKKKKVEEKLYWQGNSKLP
CHRM5 antagonist: human M5 muscarinic receptor antagonists, primary screen, CHO cells, Fluo-8 calcium fluorescence; 360,000 compounds, 0.59% hits; Muscarinic acetylcholine receptor M5 (Homo sapiens), P08912; CHO-hM5 cells, ACh EC80; inhibition, % at 3 µM; AID 624040, 2012;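 active = inhibition above a per-plate cutoff, the mean of that plate's test compounds plus 3 SD, cut at about 27% in these data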;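 also: 0% = acetylcholine EC80 with DMSO and 100% = DMSO without agonist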
TAAR1 antagonist: human TAAR1 antagonists, primary screen, Fluo-8 calcium fluorescence, CHO RD-HGA16 cells. Trace amine-associated receptor 1 (Homo sapiens), Q96RJ0. antagonist. 360,000 compounds, 1.5% hits. AID 624466, 2012. inhibition, % at 3 µM;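 active = inhibition above a per-plate cutoff, the mean inhibition of test compounds on that plate plus 3 SD, cut at about 49% in these data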;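 also: 0% = DMSO plus EC80 beta-PEA response and 100% = DMSO alone without agonist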
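Test system – hTAAR1-expressing CHO RD-HGA16 cells, Gα16-coupled · Reagent – β-PEA at EC80 concentration, post-compound challenge · Compound dosing – 3 µM, single point · Timing – 140 s kinetic read after compound, 140 s after agonist · Detection – Fluo-8 intracellular calcium dye fluorescence, real-time kinetic reads · Control set – DMSO and EC80 PEA controls · Repeats – n of 1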
CRFR2-BP ag: agonists of CRF-BP/CRF-R2 complex, primary screen, cell-based, HEK293, calcium dye fluorescence, uHTS; activation, % at 13.2 µM; AID 588473, 2011; 350,000 compounds, 0.46% hits; CRF-binding protein / CRF receptor 2 complex (human); calcium dye fluorescence (FLIPR); percent of saturating CRF peptide response;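 active = activation of at least 50%, plus an integration ratio under a set limit after plate pattern correction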;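 also: plate controls were neutral control wells without compound for no effect and CRF at EC100 for full effect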
CHRM4 PAM: human M4 muscarinic receptor positive allosteric modulators, primary screen, CHO-K1 cells, Fluo-8 calcium fluorescence; 360,000 compounds, 0.4% hits; activation, % at 3 µM; CHO-K1 hM4/Gqi5, ACh EC20; 0% = ACh EC20, 100% = maximal ACh;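 active = activation above its plate's cutoff, the mean activation of sample wells plus 3 SD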; also: some results filed as inactive read as strong as hits
Target sequence (P08173 whole entry, looked up): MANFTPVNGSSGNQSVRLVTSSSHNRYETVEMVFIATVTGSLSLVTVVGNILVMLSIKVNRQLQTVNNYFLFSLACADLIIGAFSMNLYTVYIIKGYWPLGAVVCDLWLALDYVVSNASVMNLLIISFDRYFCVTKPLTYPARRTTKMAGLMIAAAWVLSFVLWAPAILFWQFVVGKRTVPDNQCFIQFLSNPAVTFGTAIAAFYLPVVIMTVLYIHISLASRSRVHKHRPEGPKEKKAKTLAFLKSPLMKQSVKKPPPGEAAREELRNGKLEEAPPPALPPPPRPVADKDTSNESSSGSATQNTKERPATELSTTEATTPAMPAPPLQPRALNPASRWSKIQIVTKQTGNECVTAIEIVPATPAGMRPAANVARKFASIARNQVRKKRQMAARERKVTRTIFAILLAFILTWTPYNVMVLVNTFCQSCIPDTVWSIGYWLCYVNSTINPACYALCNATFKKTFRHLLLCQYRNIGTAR
CHRM5 PAM: human M5 muscarinic receptor positive allosteric modulators, primary screen, CHO-K1 cells, Fluo-8 calcium fluorescence. Muscarinic acetylcholine receptor M5 (Homo sapiens), P08912. CHO-K1 hM5, ACh EC20 PAM; 0% = ACh EC20, 100% = ACh EC100. activation, % at 3 µM. 360,000 compounds, 0.3% hits;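 active = activation above the run cutoff, the mean activation of all test compounds plus 3 SD, cut at about 18% in these data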
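Assay system: CHO-K1 hM5 cells. Also added: acetylcholine at EC20 concentration, added after compound. Dosing: 3 µM, single dose. Times: compound preincubation 140 s before EC20 acetylcholine addition. Signal: Fluo-8 calcium fluorescence. Measure: % activation relative to EC20 and EC100 ACh responses. Repeats: singlicate, one well per test compound.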
CRFR2-BP antag: antagonists of CRF-BP/CRF-R2 complex, primary screen, cell-based, HEK293, calcium dye fluorescence, uHTS. CRF-induced calcium fluorescence. inhibition, % at 11.8 µM. 350,000 compounds, 0.59% hits. AID 588475, 2011;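 active = inhibition of the ligand-induced calcium signal above about 50% at the single tested concentration, limit read from the data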
* marks the source's active call; other numbers are inactive results; x = no result given.

SMILES	CHO-K1 Ca PAM	TAAR1 ag	CHRM5 agonist	CHRM5 antagonist	TAAR1 antagonist	CRFR2-BP ag	CHRM4 PAM	CHRM5 PAM	CRFR2-BP antag
CC(C)S(=O)(=O)N1CCCC(c2cc(C(=O)Nc3ccc(F)c(Cl)c3)no2)C1 (stereo not given)	10	9	8	6	26	x	-8	-8	x
COc1ccc2[nH]c3c(c2c1)CCN1C(=O)N([C@@H](C)C(=O)NCC2CCCO2)C(=O)[C@]31C (stereo not given in full)	18	0	1	5	-2	-1.1	4	-1	7
O=C(C=Cc1ccccc1F)c1ccccc1	9	3	1	-4	-22	x	-6	6	x
CC1(OC(=O)C2CCCC2)C(=O)C=C2C=C(c3ccsc3)N(C3CCCCC3)C=C2C1=O (stereo not given)	-6	1	-1	3	-1	0.4	0	-13	6
CC(C)Oc1ccc(Oc2ccc(C(F)(F)F)cn2)cc1	10	0	-1	-1	7	0.1	7	0	-5
COc1ccc(C(C)C)cc1S(=O)(=O)NC1CCCC1	16	1	-4	2	-25	-1.5	-1	4	-7
O=C(COC(=O)c1ccc(O)cc1O)NC(=O)Cc1ccccc1	12	143*	23	16	61*	46	-4	-5	-27
COc1ccc(-c2noc(CCCC(=O)NCc3ccco3)n2)cc1OC	14	2	2	-5	-14	0.9	5	-1	14
CCN(CCn1cccn1)C(=O)c1ccc(OC2CCN(C(=O)COC)CC2)cc1	-7	3	-5	-12	-18	1.1	6	1	6
CC(C)C[C@@H]1Cc2[nH]c(=S)[nH]c(=O)c2[C@H](C)O1	15	2	0	-4	2	x	6	0	x
CC(C)CCNC(=O)c1c(CSc2ccccc2)noc1C(=O)NCc1ccccc1	16	11	3	-5	14	-0.1	3	0	2
CCOc1ccc(OCc2cccc(C(=O)N/N=C/c3cccnc3)c2)cc1	-8	9	1	1	13	0.1	-16	-8	17
Nc1nn(-c2ccccc2)c(N)c1N=Nc1cccc(F)c1	13	1	-7	22	-12	-5.1	0	-15	8
CCOc1cc(OCC)cc(C(=O)N2CCC[C@@H]2C(=O)N2CCC[C@H]2C(=O)NCc2ccncc2)c1	17	11	3	-11	-20	x	8	12	x
O=C(N/N=C/c1ccc(Cl)c([N+](=O)[O-])c1)c1cc(-c2ccc3c4c(cccc24)CC3)n[nH]1	19	4	-3	1	-11	-0.3	21	4	-23
Cc1cc(NC(=O)CSc2nc3ccccc3c(=O)n2C2CCCC2)no1	9	10	2	1	-5	2.3	-2	-1	-26
CCOC(=O)c1cnc2c(OC)cccc2c1Nc1ccc2c(c1)OCCO2	17	3	-4	10	-22	-1.3	-1	-5	15
CC1=C(C#N)CCC(=O)N1Cc1ccc(C)cc1	8	-1	-2	-1	5	-2.0	0	-1	7
O=C(CCCOc1ccccc1)Nc1ccc(S(=O)(=O)Nc2ccccn2)cc1	2	x	4	9	x	0.7	-1	-3	-26
Cc1ccc(S(=O)(=O)CC(=O)Nc2nc3ccccc3s2)cc1	-10	9	-2	2	7	-0.5	-3	1	-8
NNC(=O)CSc1nc(-c2ccccc2)nc2c1CCCC2	21	2	-2	1	8	-0.6	2	1	-17
CCCCn1c(N)c(N(CCC(C)C)C(=O)COC(=O)c2ccc([N+](=O)[O-])s2)c(=O)[nH]c1=O	4	2	1	8	-17	-6.1	1	-2	-5
COC(=O)c1ccc(-c2ncc(-c3cccc4ccccc34)o2)cc1	6	2	-3	3	1	0.8	7	0	-16
CC1(C)OC(=O)C2=C(C[C@@H](C3CCCCC3)O[C@H]2c2ccc(Cl)cc2)O1	21	5	2	9	50*	x	-1	2	x
Cc1cccc(N(CC(=O)O)CC(=O)O)c1	20	9	-5	-1	5	4.1	1	-4	-8
Cc1noc(C)c1S(=O)(=O)N(C)C[C@H]1Oc2c(NS(=O)(=O)c3cn(C)cn3)cccc2C(=O)N([C@H](C)CO)C[C@@H]1C	16	1	0	7	-11	-1.1	8	-1	-6
Cc1nnc(NCCN2CCOCC2)[nH]c1=O	12	6	-5	6	8	6.6	6	0	9
Nc1c(-c2ccc(Cl)cc2)cnc2c(-c3ccccc3)cnn12	2	-1	-2	2	7	1.9	3	2	-24
Nc1cc(=O)[nH]c(SCCSc2ccccc2)n1	-12	3	9	5	-2	0.8	-9	-6	6
CC(C)(C)NC(=O)c1oc2ccccc2c1COc1ccccc1	-10	11	-3	3	-4	-1.9	-8	-7	-75
COc1ccc(CNC(=O)c2noc3c2CCCC3)cc1	23	8	0	-1	-11	-0.3	15	1	-9
Cc1cccc(OCC(=O)Nc2c3c(nn2C(C)(C)C)CS(=O)(=O)C3)c1	4	2	1	-9	-38	1.9	-1	-1	-11
Cn1c(NCCN2CCCC2)nc2cc(-c3ccccc3)sc2c1=O	3	1	0	3	-9	x	-2	0	x
COc1ccccc1OCC(=O)NC1CCCCCC1	-9	20	-2	12	2	0.2	11	-2	2
Cc1ccccc1Nc1cc2ccccc2c(=O)[nH]1	14	x	-1	10	x	1.4	1	-1	-4
COc1ccc(NCc2cc3ccccc3[nH]c2=O)cc1	-5	7	-3	4	3	-0.4	-2	5	-9
COc1cc2[nH]c(=O)n(CCCCCC(=O)NC3CCCC3)c(=O)c2cc1OC	-11	1	-5	3	-6	1.6	4	10	67*
O=C(COc1ccc(S(=O)(=O)N2CCOCC2)cc1)NCC1CCCO1 (stereo not given)	13	3	4	-9	-6	1.9	-2	12	-3
COCCn1c(CN2CCc3ccccc3C2)nc2c1c(=O)n(C)c(=O)n2C	24	4	1	-2	5	2.1	4	2	-7
NNC(=O)c1sccc1OCc1ccc(F)cc1	11	7	0	17	9	-0.8	-1	-7	11
Cn1cccc1CN1CCC[C@]2(N[C@H](c3ccccc3)[C@@H]3C(=O)N(Cc4ccccc4)C(=O)[C@@H]32)C1=O	-5	-1	1	3	-9	-0.5	-5	-1	5
CCCC(C(=O)NCc1ccco1)N(C(=O)CNS(=O)(=O)c1ccccc1)c1ccc(OC)cc1 (stereo not given)	-10	4	1	9	-11	-2.2	1	3	-9
CCC(C(=O)OC)n1c(-c2ccccc2)nc2ccccc2c1=O (stereo not given)	-17	7	2	-10	-3	5.8	-5	9	-26
Cc1ccc(C(=O)N/C(=C\c2cccc([N+](=O)[O-])c2)C(=O)Nc2cccc(C(=O)O)c2)cc1	2	4	0	4	-17	-0.1	1	-2	6
CCOC(=O)C1(C(=O)OCC)NC(=O)CC1C (stereo not given)	-6	1	4	8	1	-0.1	-1	0	-2
O=C(O)CSc1ncnc2sc3c(c12)CCCC3	16	5	-3	20	-18	-1.9	-8	-6	-4
Cc1nc2c(=O)n(-c3ccc(F)cc3F)nc(C)c2s1	11	0	0	5	-33	3.9	-3	-5	8
O=C(O)C1CC(=O)N(Cc2ccc(F)cc2)C1 (stereo not given)	17	14	-2	-5	1	0.0	6	1	6
Cc1ccc(OCc2cc(C(=O)N3CCN(C4CCCCC4)CC3)no2)cc1C	3	-2	-7	9	-24	1.3	-6	-5	-7
Cc1ccc(C(=O)O)cc1NC(=O)Nc1cccc2ccccc12	22	-1	-4	-7	-11	0.8	6	11	-1
CCC(C)N(C)C(=O)c1cc2ccccc2c(-c2ccccc2Cl)n1 (stereo not given)	-1	8	-1	1	-13	2.2	-4	-4	-4
CCOc1ccc(S(=O)(=O)N(CC(=O)NN=C2CCN(C)CC2)c2ccc(C)cc2)cc1	7	0	1	5	-10	-1.2	15	3	1
COc1ccccc1C(C)Nc1ccc(S(=O)(=O)N2CCN(C)CC2)cc1[N+](=O)[O-] (stereo not given)	-19	4	-8	6	16	-1.3	-1	-9	3
CSc1ccccc1C(=O)Nc1ccccc1C	9	0	-3	5	19	-2.2	-4	-1	13
O=C(c1ccc(S(=O)(=O)N2CCOCC2)cc1)N1CCN=C1SCc1cccnc1	1	2	-1	-4	8	0.2	-2	4	5
COc1ccc(NC(=O)C2CCCN2c2nn3c(=O)cc(C)nc3s2)cc1 (stereo not given)	14	1	-2	-1	-25	3.7	3	-1	1
C/C(=N\NC(=O)COc1ccc([N+](=O)[O-])cc1)C(C)(C)C	17	5	1	-3	-7	-0.5	0	-4	-15
OC(c1cccc(Cl)c1)c1nc(-c2ccc3c(c2)OCO3)cs1 (stereo not given)	-8	4	0	5	13	x	7	-7	x
CCCCN(C)c1c(C)nc2ccc(C(=O)Nc3cc(-c4ccccc4)ccc3OC)cn12	9	-1	1	-9	-22	x	2	7	x
Cc1ccc(C2CC(c3cccc(NS(C)(=O)=O)c3)=NN2S(C)(=O)=O)cc1 (stereo not given)	25	16	-1	2	0	-0.7	6	-5	1
COc1ccccc1CCC(=O)OCC(=O)N1c2ccccc2NC(=O)C1(C)C	1	8	1	17	10	0.3	-2	-15	-4
CC1CCN(C(=O)CCC(=O)Nc2nnc(C3CCCCC3)s2)CC1	-13	1	-3	-1	-2	-1.2	1	2	-4
CC1(C)C2CC=C(/C=N/NC(=S)NCCc3ccccc3)C1C2 (stereo not given)	19	22	-6	2	-24	0.5	-5	-6	5

As a short view, some entries already given:
SMILES	CHO-K1 Ca PAM	TAAR1 ag	CHRM5 agonist	CHRM5 antagonist	TAAR1 antagonist	CRFR2-BP ag	CHRM4 PAM	CHRM5 PAM	CRFR2-BP antag
CC(C)S(=O)(=O)N1CCCC(c2cc(C(=O)Nc3ccc(F)c(Cl)c3)no2)C1 (stereo not given)	10	9	8	6	26	x	-8	-8	x
COc1ccc2[nH]c3c(c2c1)CCN1C(=O)N([C@@H](C)C(=O)NCC2CCCO2)C(=O)[C@]31C (stereo not given in full)	18	0	1	5	-2	-1.1	4	-1	7
O=C(C=Cc1ccccc1F)c1ccccc1	9	3	1	-4	-22	x	-6	6	x
CC1(OC(=O)C2CCCC2)C(=O)C=C2C=C(c3ccsc3)N(C3CCCCC3)C=C2C1=O (stereo not given)	-6	1	-1	3	-1	0.4	0	-13	6

Screening data deposited in PubChem by several laboratories.
